rad50: NCI yeast anticancer drug screen, S. cerevisiae rad50 strain | growth inhibition, % at 50 µM | actives 10% (n = 79,000) | AID 155, 2004;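 further: 0% = growth of vehicle-only cultures of the same strain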
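Relative growth inhibition (compound vs vehicle) was measured in yeast with a defined repair-gene alteration.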
sgs1 mgt1: NCI yeast anticancer drug screen, S. cerevisiae sgs1 mgt1 strain. % growth inhibition at 50 µM. actives 10% (n = 78,000). AID 161, 2004;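 further: 0% = growth of vehicle-only cultures of the same strain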
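This yeast growth screen uses a strain with defined DNA-repair lesions; compound-treated growth is compared with vehicle-treated growth.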
yeast mec2-1: NCI yeast anticancer drug screen, S. cerevisiae mec2-1 strain; growth inhibition, % at 50 µM; actives 9% (n = 79,000);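 further: 0% = growth of vehicle-only cultures of the same strain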
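Yeast mec2-1 mutant treated with compound. Readout: growth inhibition vs vehicle controls.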
bub3: NCI yeast anticancer drug screen, S. cerevisiae bub3 mutant strain. AID 167, 2004. % growth inhibition at 50 µM. actives 9.9% (n = 78,000);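 further: 0% = growth of vehicle-only cultures of the same strain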
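Whole-cell yeast assay. The mutant strain was incubated with compounds, and growth inhibition was determined by comparison with vehicle-treated cells.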
yeast cln2 rad14: NCI yeast anticancer drug screen, S. cerevisiae cln2 rad14 strain; % growth inhibition at 50 µM; AID 165, 2004; actives 8.3% (n = 78,000);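 further: 0% = growth of vehicle-only cultures of the same strain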
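Yeast strain cln2 rad14, bearing defects in cell cycle control and DNA repair, serves as the test system; values reflect growth inhibition compared with vehicle.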
mlh1 rad18: NCI yeast anticancer drug screen, S. cerevisiae mlh1 rad18 strain; growth inhibition, % at 50 µM; actives 11% (n = 79,000);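 further: 0% = growth of vehicle-only cultures of the same strain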
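A repair-deficient yeast strain is exposed to test compound, and growth is scored relative to vehicle-treated controls.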
* hit, by the source's call; nt = not tested or not shown; & = joins results of further samples. No stated cut-off is given here; in the data, active means growth inhibition above about 70%; inactive means the rest.

SMILES	rad50	sgs1 mgt1	yeast mec2-1	bub3	yeast cln2 rad14	mlh1 rad18
CCN(CC)C(=O)c1cccc2c(OC)ccc(OC)c12	23	30	20	5	34	30
Cc1ccc2oc(=O)c(C(=O)Nc3nc(C45CC6CC(CC(C6)C4)C5)cs3)cc2c1	-23	-24	-23	-30	13	-26
O=C(C[n+]1ccnc2ccccc21)c1ccc(Br)cc1	16	2	-3	-7	6	13
Cc1cc2n(n1)C(C)(C)C(=O)Nc1ccc(Cl)cc1-2	35	31	17	-2	11	60
CCCCCCCCCCC(=O)CCCCCCCCCC	7	8	-12	8	17	7
CCOC(=O)NC(=O)c1cn(C2OC(COC(=O)CCCCCCCCC(=O)OCC3OC(n4cc(C(=O)NC(=O)OCC)c(=O)[nH]c4=O)C4OC(C)(C)OC34)C3OC(C)(C)OC32)c(=O)[nH]c1=O (configuration not stated)	-43	-28	-40	-16	11	-25
CN(CC(=O)NC(=O)c1ccccc1)c1ccccc1	4	9	-2	11	-1	3
Cn1c2nc(=O)n(-c3ccccc3)c(=O)c-2nc2c1CCCC2	-5	2	-11	4	-6	-61
CCN(CC)C(=O)Oc1cc(C)c([N+](C)(C)C)cc1C(C)C	10	13	7	25	18	-28
Cc1ccc(-c2cc(C(=O)O)c3cc(Br)ccc3n2)c(C)c1	10	23	-1	24	19	9

Continued:
SMILES	rad50	sgs1 mgt1	yeast mec2-1	bub3	yeast cln2 rad14	mlh1 rad18
COC(=O)C(C(C[N+](=O)[O-])c1ccco1)=P(c1ccccc1)(c1ccccc1)c1ccccc1 (configuration not stated)	90*	46	5	1	8	25
CCC(=O)Oc1c(C)cc(O)c2ccccc12	9	19	-50	35	53	28
COC(=O)c1ccc(S(=O)(=O)O)cc1[N+](=O)[O-]	3	2	12	12	-11	24
CC(=O)CC(C)(C)NC(=S)Nc1ccccc1Cl	-6	16	-17	7	-70	-18
Cc1c(OCc2ccccc2)cccc1[N+](=O)[O-]	59	nt	32	nt	nt	33
COC(=O)C(=O)C(C(=O)C=C(C)C)C(=O)C(=O)Nc1ccc(C)cc1C (configuration not stated)	-5	-4	-18	-19	11	-30
Nc1ccccc1Nc1c([N+](=O)[O-])cc(C(F)(F)F)cc1[N+](=O)[O-]	89*	93*	92*	91*	86*	91*
Cc1cccc2c1[C@]13OC(C)[C@]4(C)CC5OC(=O)[C@@]1(C)[C@@H]5[C@]34C(=O)O2 (some centres not stated)	14	-6	33	-8	-3	33
COc1ccc2ncc(C)c(CO)c2c1	3	-2	-6	1	-51	-3
Cc1c2oc3c(C)ccc(C(=O)NC4C(=O)NC(C(C)C)C(=O)N5CCCCC5C(=O)N(C)CC(=O)N(C)C(C(C)C)C(=O)OC4C)c3nc-2c(C(=O)NC2C(=O)NC(C(C)C)C(=O)N3CCCCC3C(=O)N(C)CC(=O)N(C)C(C(C)C)C(=O)OC2C)c(N)c1=O (configuration not stated)	69	59	48	74*	29	46

Next records follow:
SMILES	rad50	sgs1 mgt1	yeast mec2-1	bub3	yeast cln2 rad14	mlh1 rad18
S=C1N=C(Cl)C2(NN1)c1ccccc1-c1ccccc12	18	-1	-16	-12	-14	32
O=[N+]([O-])c1ccc(Cl)c(/C=C/c2ncccn2)c1	11	8	10	-1	-28	14
N#C/C=C(\c1ccccc1)c1c[nH]c2ccccc12	98*	99*	98*	97*	96*	98*
Cc1cc(Cl)ccc1NC(=O)c1ccccc1Cl	10	7	1	6	-17	0
CC(O)c1ccc(F)cc1 (configuration not stated)	-10	16	15	-6	12	-6
Nc1nc2c(nnn2C2OC(CO)C(O)C2O)c(=O)[nH]1 (configuration not stated)	-5	-5	6	-17	-38	9
CC12C=CC(=O)C=C1CCC1C3CC(F)C(O)(C(=O)CO)C3(C)CC(O)C12F (configuration not stated)	-6	3	2	15	25	3
O=C1OC(c2ccccc2)=N/C1=C\c1cc([N+](=O)[O-])ccc1Cl	6	nt	15	nt	nt	24
N=c1oc2ccc(Cl)cc2cc1C(=O)Nc1ccccc1	32	-11	33	16	14	-35
CN1C(=O)OC2C3NC(=O)OC3C(O)C(O)C21 (configuration not stated)	-8	-6	-12	-6	-1	-9

(further entries)
SMILES	rad50	sgs1 mgt1	yeast mec2-1	bub3	yeast cln2 rad14	mlh1 rad18
NC(=O)CC(O)(c1ccccc1)c1ccccc1	-16	-4	-8	5	-2	-11
CCCCNC1=C(C(=O)OCC)C(=O)CO1	-9	-5	-14	-2	12	-1
O=[N+]([O-])c1ccc(OCc2ccc(CBr)cc2)c(Cl)c1	4	15	30	16	-14	22
COc1cc2ccc3c4cc(OC)c(OCc5ccccc5)cc4cnc3c2cc1OC	41	5	0	27	19	23
CC1(c2ccccc2)NC(=O)NC1=O (configuration not stated)	27	1	-9	-8	-1	24
Fc1ccc(-c2nnc(-c3ccccc3)o2)cc1	21	25	19	31	7	8
CN(C)CCNC(=O)c1cccc(NC(=O)c2ccccc2)c1[N+](=O)[O-]	5	-11	-25	-10	15	-51
CCOC(=O)C(NC(=O)Nc1ccc(Cl)c(Cl)c1)C(F)(F)F (configuration not stated)	-37	-43	-16	30	0	-62
CN(C)S(=O)(=O)c1ccc(CC(=O)c2ccccc2)cc1	8	-19	14	6	6	-29
N#CC1(c2ccc(Cl)cc2)CCCC1	-15	nt	-44	nt	nt	-15

Continuation.
SMILES	rad50	sgs1 mgt1	yeast mec2-1	bub3	yeast cln2 rad14	mlh1 rad18
CSc1nc(N(C)C)c2n[nH]nc2n1	2	-2	8	-24	-27	-2
Cc1ccc(Nc2nc(C)c(C(/C=C/c3ccc(/C=C/C(=N/NC(=O)C[n+]4ccccc4)c4sc(Nc5ccc(C)cc5[N+](=O)[O-])nc4C)cc3)=N\NC(=O)C[n+]3ccccc3)s2)c([N+](=O)[O-])c1	28	18	21	39	28	4
CC(=O)Nc1nc(C)c([N+](=O)[O-])s1	-4	2	-6	3	-72	-2
Oc1ccc2ccccc2c1	-10	-15	-28	-16	-21	21
CSc1cc(C)c(O)c(CO)c1	7	18	3	13	-2	3
CN(C)CC=C(c1ccccc1)c1ccccc1	-12	-3	-16	-9	-4	7
CCOC(=O)/C(=C/O)c1c[nH]c2ccccc12	98*	97*	98*	97*	96*	98*
CC(NC(=O)c1ccc(C(C[N+](=O)[O-])SCCC(=O)O)cc1)C(=O)O (configuration not stated)	19	26	7	-16	6	1
c1ccc(CCN2CCc3[nH]c4ccccc4c3C2)cc1	20	52	6	38	30	45
NNc1ncnc2ccc(Cl)cc12	1	11	-9	6	1	6

The listing continues:
SMILES	rad50	sgs1 mgt1	yeast mec2-1	bub3	yeast cln2 rad14	mlh1 rad18
COc1cc(C2c3cc4c(cc3OC(N3CCOCC3)C2C)OCO4)cc(OC)c1OC(C)=O (configuration not stated)	9	5	-24	-26	-2	-7
O=C(NC1CCCCC1)c1ccccc1Cl	24	-15	-10	-10	24	10
CC(=O)[C@H]1[C@H](C)C[C@H]2[C@@H]3CCC4=CC(=O)CC[C@]4(C)[C@@]3(F)C(=O)C[C@@]21C	-5	-3	1	6	-28	4
Nc1ccccc1CC(C(=O)O)c1ccc2c(c1)OCO2 (configuration not stated)	9	-3	0	6	-47	4
CN(C)OC(=O)Nc1cccc(C(=O)ON(C)C)c1	-1	-15	3	-16	-17	-1
COc1ccc(-c2nc(N)nc(-c3nc(N)nc(-c4ccc(OC)cc4)c3-c3ccc(OC)cc3)c2-c2ccc(OC)cc2)cc1	6	-11	-4	-1	-8	30
CCOC(=O)Nc1ccc(C(=O)OCCN(CC)CC)cc1	-11	3	-7	2	-24	-37
ClCCOC1CCCCO1 (configuration not stated)	-19	-14	-15	-5	6	-5
CC1=CC2=NC(=O)C(c3ccccc3)C(=O)N2C=C1 (configuration not stated)	-1	-10	-27	8	13	-20
OC(c1ccccc1)(c1ccc(-c2ccccc2)cc1)c1cccc2ccccc12 (configuration not stated)	28	22	-14	-3	9	5

Additional structures follow.
SMILES	rad50	sgs1 mgt1	yeast mec2-1	bub3	yeast cln2 rad14	mlh1 rad18
NC1=NC(c2ccccc2)C2=C(N1)C(=O)N(c1ccc(Br)cc1)C2 (configuration not stated)	43	-2	-8	8	-12	-3
COc1ccc2c(c1[N+](=O)[O-])CCCC(Br)(Br)C2=O	8	51	17	58	4	-45
CCCCCC(=O)OCC(COC(=O)CCCCC)OC(=O)CCCCC	-3	-5	23	11	13	21
CC1CC=C(C(=O)O)CC1 (configuration not stated)	-12	12	15	29	-19	3
O=C(O)c1cc(Br)ccc1[N+](=O)[O-]	-6	4	-25	-2	7	-11
CC(=O)Nc1cccc2nc(-c3ccccn3)n(CCc3ccccn3)c12	-7	-5	-7	0	-3	1
C[C@]12CCC(=O)C=C1CC[C@@H]1C2CC[C@]2(C)NC(=O)C(C#N)CC12 (some centres not stated)	-29	-15	-10	-15	-24	-10
CC1(C)OC2CC3COC(=O)C3CC2O1 (configuration not stated)	9	-8	-5	30	2	18
CC1(CCc2ccccc2)CC1(Br)Br (configuration not stated)	14	16	15	14	12	29
Cc1ccc2cc(N)ccc2c1	-3	3	8	20	-10	23

Ordered by molecular weight (smallest number first): part of the list above.
SMILES	rad50	sgs1 mgt1	yeast mec2-1	bub3	yeast cln2 rad14	mlh1 rad18
CCN(CC)C(=O)c1cccc2c(OC)ccc(OC)c12	23	30	20	5	34	30
CCN(CC)C(=O)Oc1cc(C)c([N+](C)(C)C)cc1C(C)C	10	13	7	25	18	-28
Cn1c2nc(=O)n(-c3ccccc3)c(=O)c-2nc2c1CCCC2	-5	2	-11	4	-6	-61
COC(=O)C(C(C[N+](=O)[O-])c1ccco1)=P(c1ccccc1)(c1ccccc1)c1ccccc1 (configuration not stated)	90*	46	5	1	8	25

(more compounds)
SMILES	rad50	sgs1 mgt1	yeast mec2-1	bub3	yeast cln2 rad14	mlh1 rad18
CC1(NC(=O)C23CC4CC(CC(C4)C2)C3)CCC(C(C)(C)NC(=O)C23CC4CC(CC(C4)C2)C3)CC1 (configuration not stated)	-14	0	-17	1	-14	-10
CSC(SC)C(OC(C)=O)C(OC(C)=O)C(OC(C)=O)C(COC(C)=O)OC(C)=O (configuration not stated)	-12	3	11	2	-31	4
Cc1ccc(NC(=O)CCC(=O)CC(=O)C(C)(C)C)cc1C	1	-14	-14	-8	35	-16
COc1cc2c(cc1C(C)C)CCC1C(C)(C#N)CCCC21C (configuration not stated)	34	48	46	45	80*	89*
CCN(c1ccccc1)c1nc(N)nc(NS(=O)(=O)c2cc(C)c(Cl)cc2S)n1	3	21	6	18	-12	29
COC1(C)O[C@@]2(C)c3ccccc3C(=O)[C@@]2(c2ccccc2)O1 (some centres not stated)	-3	13	0	5	-12	18
N#CCCN1C(=O)C2(CCC#N)CCCCC2(O)N=C1c1ccccc1 (configuration not stated)	-7	16	6	15	0	8
O=N[C@@H]1CCC[C@H](Cl)C1	4	0	-7	6	17	16
C/C(C(=O)c1ccccc1)=C1/NC(C)(C)CO1	2	10	26	5	-29	-11
CCN(CC)CCN(C(=S)Nc1ccccc1)c1ccccc1	5	18	28	10	-10	27

Complete entries, looked up by structure. Order of values: rad50	sgs1 mgt1	yeast mec2-1	bub3	yeast cln2 rad14	mlh1 rad18
COC1(C)O[C@@]2(C)c3ccccc3C(=O)[C@@]2(c2ccccc2)O1 (some centres not stated) in the list: -3	13	0	5	-12	18
CC1(NC(=O)C23CC4CC(CC(C4)C2)C3)CCC(C(C)(C)NC(=O)C23CC4CC(CC(C4)C2)C3)CC1 (configuration not stated) in the list: -14	0	-17	1	-14	-10

Next section:
SMILES	rad50	sgs1 mgt1	yeast mec2-1	bub3	yeast cln2 rad14	mlh1 rad18
CSc1nc2ccc(S(=O)(=O)O)cc2s1	-12	-11	-2	37	-24	-5
CCOC(=O)c1ccc(O)c(NC(C)=O)c1	-12	0	18	10	-42	-7
OC1(C2CCCCC2)c2ccccc2Oc2ccccc21	19	22	-2	8	-14	21
COc1ccc(-c2cn3c([nH]c(=O)c4cc(Br)ccc43)c2C#N)cc1	6	-4	-5	2	-5	16
Cc1ccc(N/N=C/C2=CC(C)(C)C(C#N)(C#N)C(O)=C2C#N)cc1	18	-38	24	34	38	35
CC1CCCCN1Cc1ccccc1COC(=O)c1ccc([N+](=O)[O-])cc1 (configuration not stated)	11	5	-5	4	-29	19
CCCC1([N+](=O)[O-])c2ccccc2-c2ccc([N+](=O)[O-])cc21 (configuration not stated)	20	22	8	46	11	50
ClC1CCCC1	-1	-2	-2	2	-11	-4
CCN(C(C)=O)c1ccccc1	7	-4	0	-2	-35	-9
Nc1ccc(C(=O)NCC(=O)O)cc1	10&13	5&3	-5&4	-4&7	15&-41	17&0

Additional entries:
SMILES	rad50	sgs1 mgt1	yeast mec2-1	bub3	yeast cln2 rad14	mlh1 rad18
CC(=S)NC(O)C(=O)c1ccccc1 (configuration not stated)	10	45	13	45	9	6
COc1cc(C(c2ccc3c(c2)OCO3)C2SCCCS2)cc(OC)c1OC (configuration not stated)	25	21	14	-12	7	38
CN(C)c1nc(NN)c2c(-c3ccccc3)c(-c3ccccc3)oc2n1	10	2	4	20	9	-11
CCC(C)NC(=O)/C=C/C(=O)NC(C)CC (configuration not stated)	5	-6	-4	5	-30	8
COc1ccccc1OC1CCCCC1=O (configuration not stated)	4	-8	-8	1	-58	-4

Screening data (PubChem BioAssay)
